Ec RNAP inh = Escherichia coli RNA polymerase inhibition; P0A8V2; E. coli RNA polymerase, fluorescence transcription assay; inhibition, %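 (tested at 10 µM)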; 0.2% of 62,000 active; in the data active = inhibition above about 20%;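 note: 0% = enzyme without compound and 100% = no enzyme blank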
Hsp90 block = displaces geldanamycin probe from tumor Hsp90 | NCI-N417 lysate Hsp90, Cy3B-geldanamycin FP displacement | inhibition, % at 30 µM | 0.35% of 64,000 active;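 active = inhibition above 50%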;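 note: 0% = tracer plus lysate wells and 100% = tracer alone without lysate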
Her2 expr inh = lowers expression of human Her2 kinase; P04626; SKBR-3 HER2 protein level, AlphaScreen, 18-24 h; hits give low values; HER2 level % of control, % at 10 µM; 0.69% of 65,000 active;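 active = HER2 level under 5% of the carrier-only control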;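 note: 100% = DMSO carrier and 0% = 500 nM PU-H71 HSP90 inhibitor; lower value means stronger loss of Her2 protein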
D1 allo mod = allosterically modulates the human D1 dopamine receptor | P21728 | HEK293 D1, CRE-luciferase, dopamine EC30 potentiation; actives deviate in either direction | B-score at 10 µM | 5.9% of 58,000 active | AID 641;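 active = luminescence count or its row- and column-corrected plate score outside the 99.7% band of the plate's sample wells, on either side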
Target sequence (P21728 whole entry, looked up): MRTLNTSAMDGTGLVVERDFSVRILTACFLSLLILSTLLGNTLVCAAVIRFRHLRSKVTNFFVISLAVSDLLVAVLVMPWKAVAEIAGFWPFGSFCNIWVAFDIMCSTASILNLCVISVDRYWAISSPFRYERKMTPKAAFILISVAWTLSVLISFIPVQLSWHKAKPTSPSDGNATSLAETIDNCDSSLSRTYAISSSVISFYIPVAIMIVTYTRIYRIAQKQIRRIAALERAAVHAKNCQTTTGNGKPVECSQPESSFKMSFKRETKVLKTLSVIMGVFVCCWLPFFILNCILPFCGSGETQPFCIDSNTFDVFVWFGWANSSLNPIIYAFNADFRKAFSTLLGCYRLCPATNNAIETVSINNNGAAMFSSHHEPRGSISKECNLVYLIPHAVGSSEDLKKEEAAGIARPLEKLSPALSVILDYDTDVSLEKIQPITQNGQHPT
M1 antag = M1 muscarinic receptor (rat) antagonism; P08482; CHO-M1 cells, Fluo-4 calcium, ACh EC80 antagonist mode; hits give low values; B-score at 10 µM; 3.4% of 64,000 active;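 active = calcium fluorescence response, raw or row-and-column corrected B-score, differing from the plate sample mean either way at a set confidence level, mostly lower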
Target sequence (P08482 whole entry, looked up): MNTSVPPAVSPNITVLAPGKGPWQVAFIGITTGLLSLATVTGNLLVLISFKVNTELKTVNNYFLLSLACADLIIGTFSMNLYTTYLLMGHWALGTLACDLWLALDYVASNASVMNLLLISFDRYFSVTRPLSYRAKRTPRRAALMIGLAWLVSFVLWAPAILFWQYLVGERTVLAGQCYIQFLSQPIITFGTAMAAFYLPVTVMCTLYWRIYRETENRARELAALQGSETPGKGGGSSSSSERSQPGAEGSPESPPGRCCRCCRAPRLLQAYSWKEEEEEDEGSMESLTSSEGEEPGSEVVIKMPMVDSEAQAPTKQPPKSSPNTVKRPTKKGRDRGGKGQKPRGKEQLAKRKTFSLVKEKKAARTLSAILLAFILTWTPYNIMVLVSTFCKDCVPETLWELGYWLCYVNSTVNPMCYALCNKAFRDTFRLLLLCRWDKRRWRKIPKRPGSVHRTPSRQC
M1 ag = activates the M1 muscarinic receptor; 3% of 64,000 active; CHO-M1 cells, Fluo-4 calcium fluorescence, agonist mode; hits give high values; B-score at 10 µM; AID 626;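 active = fluorescence rise, raw or as B-score row- and column-corrected plate score, outside the 99.7% band of its plate's samples, either direction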
5HT1a ag = 5-HT1a (human) receptor agonism; P08908; CHO 5-HT1a Ga15 NFAT-bla reporter, FRET ratio; 0% basal, 100% maximal reference agonist; activation, % at 10 µM; 0.56% of 65,000 active; AID 567;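 active = activation above the screen-wide mean activation plus 3 SD, cut at about 19% in these data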;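 note: 0% = DMSO wells and 100% = 5-CT at EC100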
Autofluor 339 = intrinsic fluorescence of library compounds, ex339/em460 – biochemical, MLSMR library, data from DPM-DC assay, artefact control, profiling panel. AID 709. 5.5% of 65,000 active. fluorescence fold increase at 10 µM. compound autofluorescence, ex339/em460 nm, NADH buffer; hits give high values; 1 = no-compound wells, NADH background;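 active = at 10 µM, mean starting fluorescence two-fold or more over control wells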;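 note: signal is the first read of a kinetic run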
NADH enzymes = inhibition of NAD/NADH coupling enzymes, library profiling; 0.02% of 65,000 active; coupled PK/LDH NADH assays, four targets; IC50, µM (highest dose often 10 µM), for the others: at the highest dose inhibition;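 active = single-dose screening hits from any of four coupled enzyme assays that gave an IC50 when retested across doses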;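 note: the DPM-DC format reads NADH fluorescence rather than 340 nm absorbance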
The depositor's hits bear a star; . = not tested or not shown; [ ] = another dose, or the depositor's remark.

SMILES | Ec RNAP inh | Hsp90 block | Her2 expr inh | D1 allo mod | M1 antag | M1 ag | 5HT1a ag | Autofluor 339 | NADH enzymes
CCN(CC)CCCNC(=O)c1cc2c(=O)n(C)c3ccccc3c2n1C | 4 | -2 | 97 | -0.012 | -1.8 | 0.41 | -1.1 | 1.4 | 6%
CCOC(=O)c1ccccc1NC1OC(=O)c2ccccc21 (centres undefined) | 7 | -4 | 94 | 0.88 | -0.018 | 0.35 | 0.4 | 3.6* | 8%[fluoresces]
O=S(=O)(Nc1ccc(-c2cn3ccsc3n2)cc1)c1ccc2c(c1)OCCO2 | 6 | -4 | 65 | . | -0.59 | -1.2 | 1.9 | 1 | 6%
COC(=O)c1ccc(COC(=O)c2ccc(-n3cnnn3)cc2)o1 | -3 | 0 | 100 | 6* | -0.068 | -0.027 | -0.8 | 1.1 | 3%
O=C(O)CCc1ccc(-c2cccs2)n1CC1CCCO1 (centres undefined) | -12 | -4 | 48 | 0.4 | -0.18 | 0.012 | 2.1 | 3* | 12%
CCOC(=O)CSc1nc(C2CC2)nc2ccccc12 | 0 | -1 | 106 | 0.35 | 0.28 | -0.12 | -0.7 | 1.1 | 6%
CCOC(=O)CSc1ccc2nnc(-c3ccccc3)n2n1 | -4 | 0 | 109 | 0.16 | -0.33 | 0.88 | 1.2 | 1.7 | 9%
O=C(CSc1nnc2n(C3CCCC3)c(=O)c3ccccc3n12)N1CCCCCC1 | 5 | -3 | 76 | 0.83 | -0.5 | 1.4 | 4.2 | 1.1 | 4%
Cc1ccccc1NC(=O)c1cc(S(=O)(=O)N2CCOCC2)ccc1F | 2 | -5 | 74 | -0.092 | 0.34 | -0.33 | -3.0 | 1.1 | 5%
CCOC(=O)C1=C(C)N(CCO)C(=O)NC1c1ccccc1 (centres undefined) | 8 | -1 | 209 | 0.31 | -0.65 | 0.4 | -2.9 | 1 | 8%
Cc1nc(CC(=O)Nc2nc(C(C)(C)C)cs2)cs1 | 14 | -3 | 112 | 0.52 | 0.011 | 0.99 | -0.1 | 1 | 5%
CSc1ccccc1NC(=O)CSc1nnnn1-c1ccccc1SC | -1 | -2 | . | -0.17 | -0.94 | 0.013 | -0.8 | 1.1 | 8%
O=C(COc1nncc2ccccc12)NCCC1=CCCCC1 | 0 | 0 | 100 | -0.19 | -0.62 | 0.3 | -4.5 | 1.1 | 6%
CCOC(=O)C1CCN(C(=O)c2ccc(Br)o2)CC1 | 6 | -11 | 95 | -0.64 | -0.0031 | 1.1 | 1.9 | 1.1 | 7%
COc1ccc2cnn(Cc3ccccc3)c(=O)c2c1OC | 7 | 2 | 91 | . | 1.1 | -0.12 | -1.6 | 1.4 | 10%
COc1ccccc1N1CCN(C(=O)c2ccc(NC(C)=O)cc2)CC1 | 8 | -1 | 97 | -0.71 | -0.11 | 0.22 | -5.5 | 1.1 | 5%
COc1ccc(N(CC(=O)N2CCN(Cc3ccc4c(c3)OCO4)CC2)S(C)(=O)=O)cc1OC | 14 | -1 | 145 | -0.74 | 0.86 | 0.38 | -0.6 | 1 | 2%
COc1ccc(-c2noc(-c3ccccc3C(=O)NCc3ccco3)n2)cc1 | 1 | -4 | 62 | 0.56 | 0.45 | 0.68 | -0.6 | 1.1 | 3%
COc1ccccc1OCc1ccc(C(=O)OCC2CCCO2)o1 (centres undefined) | -3 | -4 | 111 | 0.1 | 0.31 | 1.4 | -1.2 | 1.1 | 1%
COc1ccc(-c2c3c(=O)n(C)c(=O)n(C)c3cn2Cc2cccnc2)cc1 | . | -2 | 106 | -0.25 | -0.73 | 0.0022 | -1.1 | 1.4 | 6%
Cc1ccc2c(c1)N(CC(=O)N1CCCCCC1)C(=O)CO2 | 7 | -2 | 111 | 0.33 | 0.69 | 1.5 | -0.1 | 1 | 6%
O=C(c1ccc(Cl)s1)N1CCc2ccccc21 | 0 | -6 | 67 | -0.29 | 0.11 | 1.8 | -4.9 | 1.1 | 0%
CCOC(=O)C1(C)NC(c2cc(OC)c(OC)c(OC)c2)C2C(=O)N(CC)C(=O)C21 (centres undefined) | 10 | 7 | 96 | 0.2 | 0.42 | -0.57 | -1.8 | 1.1 | 5%
O=C(CSc1nnc(CNC(=O)c2c(F)cccc2Cl)o1)Nc1ccccc1 | 5 | 0 | 84 | -0.19 | 0.5 | -0.11 | -2.5 | 1.1 | 3%
CCOC(=O)N1CCN(C(=O)c2ccc(C#CC3(O)CCCCC3)cc2)CC1 | 1 | -3 | 85 | -0.044 | -0.6 | -0.22 | 4.4 | 1 | 2%
CNc1nc(C)nc(-n2nc(C)cc2C)n1 | 1 | -3 | 76 | 0.9 | 0.74 | 0.094 | -1.4 | 1.1 | 6%
O=C(Nc1ccc2c(c1)OCCO2)C1CCC1 | 3 | -2 | 115 | 0.006 | 0.25 | -0.23 | -0.2 | 1.1 | 1%
Cc1ccc(CCN2CC(C(=O)NCCCN3CCOCC3)CC2=O)cc1 (centres undefined) | 1 | 3 | 77 | 0.82 | -0.31 | 0.75 | -3.9 | 1.1 | 9%
O=C(Cc1ccccc1)N1CCC(c2nc(-c3ccc(F)cc3)no2)CC1 | 5 | 4 | 87 | -0.52 | -1.2 | 0.22 | -2.1 | 1 | 3%
CC1Cc2nc(SCC(=O)NCC3CCCO3)n(Cc3ccccc3)c(=O)c2S1 (centres undefined) | . | 1 | 112 | 0.088 | -0.45 | 0.016 | -0.9 | 1.1 | 3%
CCSC1(SCC)N=C(N)C2(C#N)C(c3ccc(OC)c(OC)c3OC)C12C#N (centres undefined) | 7 | -4 | 3.5* | -1.3 | -0.35 | 1.2 | -2.4 | 1.1 | 3%
COc1ccc(CC(=O)Nc2cc(=O)n(C)c(=O)n2C)cc1 | 5 | -7 | 117 | 0.42 | -0.21 | 0.12 | -1.2 | 1.1 | 3%
Cc1nc2ccccc2nc1OCC(=O)N1CCN(c2ccccc2)CC1 | 8 | 1 | 88 | 0.078 | 0.26 | 0.49 | -2.3 | 1.4 | 6%
O=C(c1cccc(Cl)c1)N1CCCC(C(=O)N2CCCCCC2)C1 (centres undefined) | 8 | -4 | 109 | -0.47 | -1.3 | -1 | -0.9 | 1.1 | 3%
c1ccc(-c2cnnc(SCc3cn4cccnc4n3)n2)cc1 | 2 | -2 | 99 | 8.5* | -0.57 | -0.37 | -3.1 | 1 | 6%
CCOC(=O)N1CCN(C(=O)CN(c2cccc(C(F)(F)F)c2)S(C)(=O)=O)CC1 | 3 | . | 127 | 1.6 | -0.57 | -0.35 | 1.6 | 1.1 | 1%
O=C(Cc1ccccc1)N1CCCC(c2nc(-c3cccs3)no2)C1 (centres undefined) | 0 | 1 | 81 | 0.063 | -0.067 | 0.17 | -2.4 | 1 | 2%
CC(C)C(NC(=O)CNC(=O)OC(C)(C)C)C(=O)NCc1ccccc1 (centres undefined) | 5 | -2 | 137 | 0.22 | 0.65 | -2.1 | -0.2 | 1.1 | 6%
CCOC(=O)c1[nH]c(C)c(C(=O)Nc2ccccc2F)c1C | 2 | -3 | 73 | 0.97 | -0.16 | 1.2 | -1.1 | 1.1 | 4%
CCOCCCNC(=O)c1c(-c2ccccc2)noc1C | -2 | 0 | 83 | 0.2 | -0.38 | -0.34 | -5.1 | 1.1 | 7%
COCCn1nnnc1C(c1cc2ccc(OC)cc2[nH]c1=O)N1CCc2ccccc2C1 (centres undefined) | 0 | -4 | 92 | -0.28 | 0.095 | -0.57 | -0.6 | 1.1 | 2%
Cc1occc1-c1nnc(SCC(=O)NCc2cccs2)n1-c1ccc(F)cc1 | 9 | -3 | 92 | -0.38 | -0.053 | 0.45 | 0.3 | 1 | 5%
O=C1N=c2ccccc2=C1c1sc(=S)n(CC2CCCO2)c1O (centres undefined) | 6 | -6 | 48 | -0.57 | 0.026 | -0.11 | -1.2 | 0.87 | 6%
CCN(CC)c1ccc2c(C)c(-c3ccc(N)cc3)c(=O)oc2c1 | -3 | 2 | 104 | -0.0067 | 0.87 | 0.5 | 17 | 2.5* | 6%[fluoresces]
CCCCn1c(N)c(Sc2ccc(C)cc2)c(=O)[nH]c1=O | 1 | -1 | 131 | -0.43 | 0.22 | 1.2 | -2.1 | 1 | 5%
Cc1cc(C(=O)Cn2nnc3ccccc3c2=O)c(C)n1Cc1cccs1 | 4 | -3 | 80 | . | 1.7 | 0.53 | -1.0 | 1.1 | 8%
COc1ccc(CCNC(=O)c2cnc3scc(C)n3c2=O)cc1OC | 5 | -3 | 85 | 40* | -0.77 | -1.7 | -4.8 | 1.4 | 3%
CCOC(=O)c1ccc(NC(=O)N2CCN(S(C)(=O)=O)CC2)cc1 | 7 | -1 | 88 | 0.29 | -1.1 | -0.29 | -1.2 | 1.1 | 8%
COc1ccc(N2CC(C(=O)NCc3cccnc3)CC2=O)cc1 (centres undefined) | 6 | -2 | 102 | -0.56 | 0.44 | 0.4 | 0.2 | 0.93 | 5%
COc1cccc(OCC(O)CN2C(C)CCCC2C)c1 (centres undefined) | 3 | 2 | 141 | 0.58 | -0.31 | 0.18 | -1.1 | 1.1 | 5%
N#CCSc1nnc(C2CCCCC2)n1-c1ccccc1 | 8 | -1 | 124 | 0.021 | 0.2 | 0.16 | -2.8 | 0.99 | 8%
Cc1sc(NC(=O)CN2CCN(c3ccccn3)CC2)c(C#N)c1C | 6 | -4 | 88 | 0.084 | 0.62 | 0.1 | -0.2 | 1.1 | 3%
CC(C)c1ccc(-c2nc(N3CCOCC3)[nH]c(=O)c2C#N)cc1 | 8 | -5 | 107 | 3.4 | -0.25 | 0.25 | -3.3 | 1 | 3%
CC1(C)CC(=O)C2=C(C1)OC(N)=C(C#N)C2c1ccccc1OC(=O)N1CCOCC1 (centres undefined) | 4 | -2 | 85 | 0.03 | . | . | -1.8 | 1.1 | 7%
CSc1ccccc1NC(=O)CCn1c(=O)sc2ccccc21 | 0 | 1 | 136 | . | -0.79 | -1.1 | -0.8 | 1.1 | 0%
CCOC(=O)C1CCN(c2c(NCc3ccc(C(=O)NCCOC)cc3)c(=O)c2=O)CC1 | 8 | 17 | 87 | . | 1.5 | 0.65 | -3.9 | 0.98 | 4%
CCC(C)(C)n1nnnc1C(c1ccc2ncccc2c1)N1CCN2CCCC2C1 (centres undefined) | 8 | 4 | 105 | 0.24 | 0.11 | -0.15 | -1.5 | 1.1 | 7%
Cc1ccc(-n2ncc3c(=O)[nH]c(SCC(=O)N4CCN(c5ccccc5)CC4)nc32)cc1 | 9 | 3 | 80 | 0.19 | 0.79 | 0.12 | -1.1 | 1 | 2%
CCOc1nc(Oc2cccc(C(=O)O)c2)nc(Oc2cccc(C(=O)O)c2)n1 | 2 | 1 | 62 | . | 0.75 | 0.038 | -2.2 | 1.1 | 2%
CCC(CC)C(=O)Nc1cc(C)cc(C)c1 | 5 | -1 | 94 | -0.011 | 3.3* | -0.033 | -1.4 | 1.2 | 0%
Cc1c(C(=O)O)oc2ccc(S(=O)(=O)NCc3ccccc3)cc12 | 1 | -3 | 109 | 0.83 | 0.44 | 0.0075 | -1.6 | 1 | 2%
c1coc(Cn2nnnc2CN2CCN(C3CCCC3)CC2)c1 | 2 | -2 | 121 | -1.5 | -0.15 | 0.43 | -2.1 | 1.1 | 2%

Shown field by field: entries from further up
CCOc1nc(Oc2cccc(C(=O)O)c2)nc(Oc2cccc(C(=O)O)c2)n1
  Ec RNAP inh: 2
  Hsp90 block: 1
  Her2 expr inh: 62
  D1 allo mod: .
  M1 antag: 0.75
  M1 ag: 0.038
  5HT1a ag: -2.2
  Autofluor 339: 1.1
  NADH enzymes: 2%

CCC(CC)C(=O)Nc1cc(C)cc(C)c1
  Ec RNAP inh: 5
  Hsp90 block: -1
  Her2 expr inh: 94
  D1 allo mod: -0.011
  M1 antag: 3.3*
  M1 ag: -0.033
  5HT1a ag: -1.4
  Autofluor 339: 1.2
  NADH enzymes: 0%

Cc1c(C(=O)O)oc2ccc(S(=O)(=O)NCc3ccccc3)cc12
  Ec RNAP inh: 1
  Hsp90 block: -3
  Her2 expr inh: 109
  D1 allo mod: 0.83
  M1 antag: 0.44
  M1 ag: 0.0075
  5HT1a ag: -1.6
  Autofluor 339: 1
  NADH enzymes: 2%

Screens deposited in PubChem by several laboratories.

Random draw from the library; about 16% have a hit in one of these screens.
